AMA1 RON2 block: qHTS for Inhibitors of AMA1-RON; Towards Development of Antimalarial Drug Lead: Primary Screen; 360,000 compounds, 0.2% hits; AID 720542, 2013; Potency, µM (titrated, usually from 58.2 µM), inactives show at the top dose activity change, negative = inhibition, actives largely listed as inhibitors; AlphaScreen AMA1-biotinylated RON2 peptide binding; Plasmodium falciparum AMA1 (3D7) - RON2 peptide interaction;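 note: potency is the fitted concentration of half-maximal effect; 0% = vehicle wells and -100% = peptide control; nearly all actives have a fitted effect of over 45% in size; some results filed as inactive show a strong effect at the top dose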
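AMA1 (3D7) with his tag at 25 nM final met compounds first, then biotinylated RON2 peptide at 25 nM; detection used donor plus acceptor beads, 10 µg/mL apiece, read by AlphaScreen after 30 min at room temperature.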
HCMV antiviral: qHTS Assay for inhibitors of the human cytomegalovirus (HCMV); HFF cells, HCMV-luciferase reporter, 72 h; stronger effect = lower value; activity change, negative = inhibition, % at 57.5 µM; AID 1259415, 2018; 410,000 compounds, 4.5% hits; in the data active = activity change below about -60%; inconclusive = no clear call, values can overlap the other calls; inactive = above about -39%
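Two-dose cell screen: HFF monolayers treated with compounds and infected with luciferase-expressing HCMV at 1 PFU/cell, 72 h at 37C, then lysed for luciferase measurement.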
AmpC inh detg: qHTS Inhibitors of AmpC Beta-Lactamase (assay with detergent). P00811. AmpC hydrolysis of nitrocefin, absorbance 480 nm, 0.01% Triton. Potency, µM (highest dose often 114 µM), without a hit: at the highest dose activity change, negative = inhibition, hits mostly inhibitors. 370,000 compounds, 0.041% hits. AID 485294, 2010;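 note: potency is the fitted concentration of half-maximal effect; 0% = no-compound wells and -100% = no-enzyme wells; nearly all actives have a fitted effect of over 25% in size; some results filed as inactive show a strong effect at the top dose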
Target sequence (P00811 whole entry, looked up): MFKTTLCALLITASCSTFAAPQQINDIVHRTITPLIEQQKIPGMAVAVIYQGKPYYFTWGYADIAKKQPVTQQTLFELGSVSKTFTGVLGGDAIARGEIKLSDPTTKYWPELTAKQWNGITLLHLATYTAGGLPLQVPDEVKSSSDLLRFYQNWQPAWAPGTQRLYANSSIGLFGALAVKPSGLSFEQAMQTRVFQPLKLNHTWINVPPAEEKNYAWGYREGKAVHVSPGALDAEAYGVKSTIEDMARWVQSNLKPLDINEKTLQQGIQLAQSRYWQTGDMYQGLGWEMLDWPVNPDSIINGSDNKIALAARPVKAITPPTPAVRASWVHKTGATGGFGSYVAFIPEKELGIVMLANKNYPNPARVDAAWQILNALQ
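20 mM phosphate pH 7.0 + 0.01% (detergent screen) or 0.0001% Triton X-100; 5.3 nM AmpC reagent; cpd preinc 15 min RT; nitrocefin (800 uM stock) to start; A480 q20 s × 4 min; Activity was normalised to no-enzyme and no-compound control wells.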
LmPK inh: qHTS Assay for Inhibitors of Leishmania Mexicana Pyruvate Kinase (LmPK) | Q27686 | purified LmPK, Kinase-Glo ATP luminescence, 1 h | Potency, µM (doses to about 57.5 µM), for the others: at the highest dose activity change, negative = inhibition, most hits filed as inhibitors | 290,000 compounds, 0.37% hits | AID 1721, 2009; note: potency is the fitted concentration of half-maximal effect
Target sequence (Q27686 whole entry, looked up): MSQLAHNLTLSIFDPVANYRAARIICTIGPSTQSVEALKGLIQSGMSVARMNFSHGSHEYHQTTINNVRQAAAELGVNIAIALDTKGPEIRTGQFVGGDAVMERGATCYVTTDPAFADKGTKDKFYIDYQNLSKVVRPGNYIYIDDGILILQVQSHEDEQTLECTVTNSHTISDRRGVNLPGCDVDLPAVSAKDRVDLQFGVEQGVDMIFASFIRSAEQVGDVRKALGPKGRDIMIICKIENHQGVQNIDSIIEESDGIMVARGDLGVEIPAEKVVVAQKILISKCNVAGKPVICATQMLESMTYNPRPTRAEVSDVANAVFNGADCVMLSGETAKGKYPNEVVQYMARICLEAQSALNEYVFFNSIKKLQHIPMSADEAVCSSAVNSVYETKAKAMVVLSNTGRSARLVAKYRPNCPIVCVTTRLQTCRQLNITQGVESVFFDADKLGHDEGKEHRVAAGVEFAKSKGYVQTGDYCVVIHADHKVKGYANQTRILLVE
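0.1 nM LmPK, 0.5 mM PEP, 0.1 mM ADP; 50 mM imidazole pH 7.2, 7 mM MgCl2, 50 mM KCl; 1 h RT. Kinase-Glo luminescence readout, normalized to no-enzyme (full inhibition) and uninhibited wells.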
AmpC inh no detg: qHTS Inhibitors of AmpC Beta-Lactamase (assay without detergent) | Potency, µM (titrated, usually from 57.1 µM), without a hit: at the top dose activity change, negative = inhibition, hits mostly inhibitors | AmpC nitrocefin hydrolysis, absorbance 480 nm, 0.0001% Triton | P00811 | 330,000 compounds, 0.52% hits | AID 485341, 2010;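 note: potency is the fitted concentration of half-maximal effect; plate controls were no compound for no effect and no enzyme for full effect; nearly all actives have a fitted effect of over 20% in size; some results filed as inactive show a strong effect at the top dose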
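20 mM phosphate pH 7.0 + 0.01% (detergent screen) or 0.0001% Triton X-100; 5.3 nM AmpC reagent; cpd preinc 15 min RT; nitrocefin (800 uM stock) to start; A480 q20 s × 4 min; Activity was normalised to no-enzyme and no-compound control wells.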
HCV inhibitor: qHTS Assay for Inhibitors of Hepatitis C Virus (HCV); Huh7.5.1 HCVcc-Cre infection, luciferase reporter, 44 h; Potency, µM (doses to about 41.8 µM), without a hit: at the highest dose activity change, negative = inhibition, actives largely listed as inhibitors; 340,000 compounds, 3.4% hits; note: potency is the fitted concentration of half-maximal effect
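Infectious HCVcc-Cre (~0.5 moi) was added to cells just after compound, with cells seeded 4 h earlier at 1,000 per well. Luciferase activity after 44 h culture reported infection; substrate was incubated 15 min at room temperature before reading.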
Tb PYK inh: qHTS of Trypanosoma Brucei Inhibitors; pyruvate kinase (Trypanosoma brucei), Q57TT1; TbPYK enzyme, Kinase-Glo Plus ATP luminescence, 45 min; Potency, µM (top dose mostly 76.8 µM), inactives show top-dose activity, negative = inhibition, hits mostly inhibitors; 410,000 compounds, 0.12% hits; note: potency is the fitted concentration of half-maximal effect; nearly all actives have a fitted effect of over 50% in size
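Luminescent Kinase-Glo Plus end-point after 45 min room-temperature reaction of T. brucei pyruvate kinase started with 130 uM ADP (final). Buffer TEA 50 mM pH 7.2 with KCl, MgCl2, BSA, Tween-20; titration-based qHTS with fitted concentration-effect curves.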
An asterisk follows results filed as active; u = inconclusive; x = no result given; [ ] = dose if it differs, or a comment. Unless noted, calls come from the whole dose curve; as a rule, active = well fitted curve in the direction sought with a large enough effect; inconclusive = small, poorly fitted or top-dose-only effect, or another doubt; inactive = no such curve, though single readings can be large; an effect the other way counts as inactive or inconclusive. Unless noted, % is set by controls: 0 for no effect and ±100 for the full control effect. Rows are unselected (roughly 7.5% active in at least one column).

Sample of the layout:
SMILES	AMA1 RON2 block	HCMV antiviral	AmpC inh detg	LmPK inh	AmpC inh no detg	HCV inhibitor	Tb PYK inh
CC(C)CSc1nnc2[nH]c(=O)cc(N)n12	-10%	26	-3%	-1%	1%	9%	-7%
O=C(O)/C=C/c1cn(Cc2ccccc2)nc1-c1ccccc1	-12%	40	u	1%	-17%	3%	0%

The list itself, from the start:
SMILES	AMA1 RON2 block	HCMV antiviral	AmpC inh detg	LmPK inh	AmpC inh no detg	HCV inhibitor	Tb PYK inh
CC(C)CSc1nnc2[nH]c(=O)cc(N)n12	-10%	26	-3%	-1%	1%	9%	-7%
O=C(O)/C=C/c1cn(Cc2ccccc2)nc1-c1ccccc1	-12%	40	u	1%	-17%	3%	0%
Cc1ccc2[nH]c3c(c2c1)CN(C(=O)CN1CCN(C(=O)c2ccco2)CC1)CC3	x	7	11%	3%	93%[activator]	x	x
O=C(CSc1nnc(COc2ccccc2)n1-c1ccccc1)c1cccs1	-6%	16	1%	-2%	-1%	-15%	u
O=C(Nc1ccc(Br)cn1)c1ccc2ccccc2c1	-4%	107	u	7%	-44%	-7%	-6%
COC(=O)C1=C(C)N(CC(C)C)C(=O)C1	8%	34	4%	5%	1%	10%	-4%
c1ccc2c(c1)OCC(c1nnc3n1-c1ccccc1SC3)O2 (stereo not drawn)	-7%	-25	u	-4%	-13%	6%	4%
CN(C)/C=C/C(=O)c1ccc(Cl)c([N+](=O)[O-])c1	-8%	-22	-3%	6%	-51%	3%	-1%
O=C(O)/C(=C\c1ccc(-c2ccccc2[N+](=O)[O-])o1)c1ccccc1	-11%	45	u	-16%	-29%	1%	1%
O=C(N1CCOCC1)N1CCOCC1	-2%	-12	u	-4%	-17%	15%	5%
CCN(CC)C(=O)c1[nH]cnc1C(=O)NCCCCCNC(=O)OC(C)(C)C	15%	3	0%	x	-2%	47%[activator]	3%
Cc1ccc(-c2nc(S(=O)(=O)c3ccc(C)cc3)c(SCC(=O)c3ccccc3)o2)cc1	x	1	-1%	x	x	x	-10%
COCCn1c(SCC(=O)N2CCCC2)nc2c([nH]c3ccccc32)c1=O	-9%	103	-1%	-8%	31%	-10%	-5%
CCOC(CNC(=O)c1[nH]c(C(F)(F)F)nc1-c1ccccc1)OCC	-5%	-21	x	x	x	x	1%
Cc1cc2nc(-c3ccc(OCc4ccccc4C)cc3)cc(C(F)(F)F)n2n1	x	4	-1%	x	x	x	-6%
Cc1cc(C(=O)COc2ccccc2[N+](=O)[O-])c(C)n1C1CC1	4%	-22	0%	-14%	-23%	0%	-9%
CN(C)S(=O)(=O)c1ccc(N2CCCC2)c(C(=O)Nc2ccccc2Br)c1	2%	-16	-18%	x	17%	u	-10%
CCOC(=O)/C(=N\Nc1ccccc1[N+](=O)[O-])c1csc(N)n1	u	-65*	-6%	-1%	-29%	u	-9%
Cn1c(=O)c2c(nc(NCCc3ccccc3)n2Cc2ccccc2)n(C)c1=O	-14%	-84*	-16%	4%	34%	u	3%
C=CCc1ccc(OCc2ccc(C(=O)OC)o2)c(OC)c1	8%	41	u	-8%	3%	-7%	2%
CCOC(=O)C[C@H]1c2cc(C(F)(F)F)ccc2S(=O)(=O)N1Cc1ccccc1	3%	-7	x	x	x	-21%	-7%
COc1ccc(C(=O)Cn2c(NCCCO)nc3ccccc32)cc1	3%	-8	x	x	x	x	-2%
CCOC(=O)c1[nH]c2ccc(C)cc2c1N=CN(CC)CC	-16%	55	-16%	-4%	-8%	u	0%
Cc1ccc(NC(=O)c2sc3nc(N4CCOCC4)c4c(c3c2N)CCCC4)cc1	0%	-29	x	x	x	x	-26%
COc1ccc([N+](=O)[O-])cc1NC(=O)COC(=O)Cc1cc(OC)c(OC)c(OC)c1	12%	-15	-2%	4%	31%	-16%	2%
C#CCN(C[C@@H]1[C@@H](OC(=O)NCCCCCC)[C@@H](OC(=O)NCCCCCC)Cn2c(=O)ccc(=O)n21)S(=O)(=O)c1ccc(C)cc1	1%	-104*	x	x	x	x	-4%
CCN(CC(=O)Nc1ccccc1C(F)(F)F)C(=O)c1ccccc1OCc1ccc(F)cc1	67%[activator]	-15	x	x	x	-27%	0%
COc1cnc(-c2cccc(C(F)(F)F)c2)nc1OC	19%	34	u	17%	1%	-29%	4%
CCCCCOC(=O)c1ccc(N2C(=O)C3C4C=CC(C4)C3C2=O)cc1 (stereo not drawn)	5%	-30	-1%	9%	20%	-1%	-5%
CC(=O)c1sc(N/N=C\c2c(O)ccc3ccccc23)nc1C	63%[activator]	-75*	x	x	x	u	4%
CNc1cnc(-c2ccc(C(=O)N3CCOCC3)cc2)cn1	-4%	36	x	x	x	x	-16%
CCOC(=O)N1CCc2c(sc3c2c(=O)n(-c2ccc(CC)cc2)c(=O)n3C)C1	x	u	2%	x	x	x	-2%
CCCC(=O)Nc1cc(C)c(NC(=O)c2ccccn2)cn1	60%[activator]	39	-2%	-5%	-3%	-3%	4%
C=CCNC(=S)NNC(=O)c1cccn(Cc2cccc(Cl)c2)c1=O	46%[activator]	25	-14%	13%	-16%	-8%	u
CC(NC(=O)Cc1cccs1)C(c1cccs1)N1CCN(c2ccccc2F)CC1 (stereo not drawn)	3%	-17	1%	1%	26%	u	-15%
Cc1cc(NS(=O)(=O)c2ccccc2)c(C)c(Cl)c1O	0%	u	u	0%	-24%	1%	-10%
CCc1ccc2cc(C)cc(C)c2n1	5%	-13	x	x	x	x	-9%
CCNC(=O)COC(=O)/C=C/c1cccs1	9%	4	-5%	4%	-14%	14%	0%
Cc1ccc(SCc2c(C(=O)N/N=C/c3cccs3)nnn2-c2nonc2N)cc1	-3%	-22	x	x	x	x	-3%
COc1ccc(OC)c(S(=O)(=O)Nc2ccc(-c3ccc4nncn4n3)cc2)c1	0%	u	-16%	x	-6%	u	-20%
CCOC(=O)[C@@H]1[C@H]2COc3ccc(Br)cc3[C@@H]2N2C(=O)N(c3ccc(Br)cc3)C(=O)[C@@]12C	-2%	-11	x	x	17%	-8%	-4%
COC(=O)Cc1nc(NC(=O)c2cccs2)sc1C	31%[activator]	x	2%	0%	-5%	-2%	9%
CC(C)(C)NS(=O)(=O)c1ccc(OCC(=O)NCC2CCCO2)cc1 (stereo not drawn)	5%	u	-15%	x	0%	2%	3%
NS(=O)(=O)c1ccc(CCNCc2cccs2)cc1	-17%	u	0%	-4%	-13%	2%	-2%
O=C1CC(=O)N(CCc2ccccc2)C(=O)N1CCc1ccccc1	-7%	82	-1%	2%	-39%	14%	-2%
Cc1nc(C(F)(F)F)ccc1C(=O)N1CCC1(C)C(=O)Nc1ccc2c(c1)OCO2 (stereo not drawn)	-6%	7	x	x	x	x	-3%
Cc1ccc(C(=O)/C=C/c2cc(C#N)n(C)c2C)cc1	u	-85*	-2%	10%	-6%	-6%	3%
CCCC[C@@H]1Cc2[nH][nH]c(=O)c2[C@H](c2ccc3ccccc3c2)O1	89%[activator]	-3	x	x	x	x	1%
O=C(NCCCN1CCOCC1)C1COc2ccccc2O1 (stereo not drawn)	46%[activator]	45	u	-1%	-11%	-2%	0%
CCc1nn(CCCC(=O)N2CCc3ccccc3C2)c(=O)c2cc3occc3n12	-13%	-17	-8%	0%	43%	-15%	-12%
O=C(c1ccc(CSc2ccc(Cl)cc2)cc1)N1CCCC1	-12%	-63*	u	-7%	94%[activator]	u	-12%
NNC(=O)c1ccc(COc2cccc3ccccc23)o1	73%[activator]	-20	0%	2%	-24%	7%	0%
CC(C)(C)n1nnnc1CN1CCC(NC(=O)NC2CCCCC2)CC1	12%	-10	-2%	-9%	-1%	1%	5%
CCOc1ccc(S(=O)(=O)N2CCC(C(=O)NCc3ccncc3)CC2)cc1Cl	6%	-33	-4%	1%	48%	0%	4%
COc1ccc(CN2CCOCCOCCOCCOCCOCC2)cc1	1%	11	7%	0%	-1%	16%	-5%
CC(C)CCNC(=O)CCc1nnc(Cc2c[nH]c3ccccc23)o1	0%	25	7%	1%	35%	3%	-14%
Cc1ccc(O)c(NC(=O)C2CC(c3ccc(F)cc3)=NO2)c1 (stereo not drawn)	11%	-27	-13%	1%	-37%	-20%	7%
Cc1ccc(NNC(N)=S)cc1Cl	46%[activator]	11	-12%	-2%	-26%	28%	-9%
CC(C)[C@@H]1C=C(C(=O)O)O[C@H](OCCCCO)C1	36%[activator]	12	1%	1%	-18%	8%	-3%
CC(=O)Nc1cccc(NC(=O)CSc2nc(=O)n(CCN3CCOCC3)c3c2CCCC3)c1	6%	-15	1%	x	49%	8%	6%

The list continues:
SMILES	AMA1 RON2 block	HCMV antiviral	AmpC inh detg	LmPK inh	AmpC inh no detg	HCV inhibitor	Tb PYK inh
OC(CNC1CCCc2ccccc21)COc1c(Cl)cccc1Cl (stereo not drawn)	5%	-33	-7%	-5%	-12%	u	13%
CC/C(O)=C1\C(=O)CC(c2ccccc2)CC1=NCCC(=O)O (stereo not drawn)	17%	-27	-10%	-2%	-9%	12%	-5%
CCOc1cc(NC(=O)Nc2ccc(F)cc2)c(OCC)cc1NC(=O)CC	-5%	29	-15%	3%	-18%	u	-9%
Cc1ccc(SC(C)C(=O)Nc2ncn[nH]2)cc1 (stereo not drawn)	65%[activator]	-4	u	-3%	-15%	-26%	-6%
O=C(CN1CCN(c2ncccn2)CC1)NCc1ccc2c(c1)OCO2	8%	51	-5%	15%	-19%	-11%	7%
O=C(NNc1ccccc1)OCc1ccccc1	-3%	32	x	x	x	x	-1%
Cc1cc(C)cc(OCC(=O)N2CCC(c3nc4ccccc4s3)CC2)c1	x	5	8%	x	x	x	-8%
CN(C(=O)COC(=O)CNC(=O)c1ccc(C(C)(C)C)cc1)c1c(N)n(Cc2ccccc2)c(=O)[nH]c1=O	-6%	-1	u	x	128%[activator]	-6%	1%

Single records (already shown):
Cc1cc(C)cc(OCC(=O)N2CCC(c3nc4ccccc4s3)CC2)c1 is listed with AMA1 RON2 block: x; HCMV antiviral: 5; AmpC inh detg: 8%; LmPK inh: x; AmpC inh no detg: x; HCV inhibitor: x; Tb PYK inh: -8%
O=C(NNc1ccccc1)OCc1ccccc1 is listed with AMA1 RON2 block: -3%; HCMV antiviral: 32; AmpC inh detg: x; LmPK inh: x; AmpC inh no detg: x; HCV inhibitor: x; Tb PYK inh: -1%

Source: PubChem
